Screening results from PubChem.
PAD4 FP inh = inhibitors of human PAD4; Q9UM07; 0.41% of 330,000 active; AID 485272; recombinant PAD4, RCA probe fluorescence polarization; inhibition, % at 6.36 µM;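 active = percent inhibition above a cutoff equal to the mean of all tested compounds plus 3 SD, cut at about 15% in these data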;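 note: 0% = PAD4 with RCA probe and DMSO and 100% = probe without PAD4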
Target sequence (Q9UM07 whole entry, looked up): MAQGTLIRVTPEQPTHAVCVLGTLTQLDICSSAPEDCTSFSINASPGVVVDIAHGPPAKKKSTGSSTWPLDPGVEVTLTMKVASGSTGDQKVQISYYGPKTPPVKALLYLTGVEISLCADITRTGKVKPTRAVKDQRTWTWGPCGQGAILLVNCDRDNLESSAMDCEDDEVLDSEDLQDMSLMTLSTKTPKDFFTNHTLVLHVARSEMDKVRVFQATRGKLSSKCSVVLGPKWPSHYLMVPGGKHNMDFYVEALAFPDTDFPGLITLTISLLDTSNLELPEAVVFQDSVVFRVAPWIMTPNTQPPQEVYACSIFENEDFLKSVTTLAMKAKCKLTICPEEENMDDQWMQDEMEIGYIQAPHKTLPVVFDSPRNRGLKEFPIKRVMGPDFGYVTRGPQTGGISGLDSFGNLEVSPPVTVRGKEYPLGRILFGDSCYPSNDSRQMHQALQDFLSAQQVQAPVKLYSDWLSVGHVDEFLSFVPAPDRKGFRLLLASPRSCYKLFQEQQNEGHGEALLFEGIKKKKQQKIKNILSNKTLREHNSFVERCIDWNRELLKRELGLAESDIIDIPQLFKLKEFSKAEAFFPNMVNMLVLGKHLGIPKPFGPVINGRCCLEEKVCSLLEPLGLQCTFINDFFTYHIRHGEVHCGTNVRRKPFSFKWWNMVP
LYPLA1 inh = counter-screen for PME1 inhibitors: inhibitors of human LYPLA1; AID 2174; recombinant LYPLA1, FP-Rh probe fluorescence polarization; inhibition, % at 5.9 µM; 0.16% of 320,000 active; O75608;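 active = inhibition above the mean of all tested compounds plus 3 SD, set per campaign, cut at about 14% in these data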;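 note: inhibitors block serine hydrolase probe labeling of LYPLA1 so polarization falls; 0% = enzyme with DMSO and 100% = wells lacking LYPLA1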
PAFAH1B3 FP inh = PAFAH1B3 (human) inhibition; recombinant PAFAH1B3, FP-rhodamine probe, fluorescence polarization; inhibition, % at 3.39 µM; 0.28% of 340,000 active; AID 492972;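 active = inhibition above the screen-wide average of all tested compounds plus 3 SD, cut at about 25% in these data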;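 note: 0% = enzyme with DMSO only and 100% = wells lacking PAFAH1B3 protein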
Target sequence (Q15102 whole entry, looked up): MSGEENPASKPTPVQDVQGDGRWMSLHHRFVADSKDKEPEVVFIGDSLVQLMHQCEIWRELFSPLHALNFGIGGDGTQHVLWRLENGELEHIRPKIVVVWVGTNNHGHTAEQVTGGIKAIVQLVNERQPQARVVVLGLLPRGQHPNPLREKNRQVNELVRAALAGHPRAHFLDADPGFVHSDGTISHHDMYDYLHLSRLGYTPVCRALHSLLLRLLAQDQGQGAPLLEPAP
ZTA counter = ZTA (EBV) inhibition in EBNA-1 counter-screen. P03206. inhibition, % at 11 µM. ZTA-DNA binding, fluorescence polarization. 0.15% of 320,000 active. AID 2234; in the data active = inhibition above about 33%
EBNA-1 inhibitor = blocks EBNA-1 binding to DNA; EBNA-1 DNA binding, fluorescence polarization; inhibition, % at 14.8 µM; 0.34% of 300,000 active; AID 1950; in the data active = inhibition above about 28%
LYPLA2 counter = counter-screen for PME1 inhibitors: inhibitors of human LYPLA2. inhibition, % at 5.9 µM. 0.38% of 320,000 active. recombinant LYPLA2, FP-Rh probe fluorescence polarization. O95372;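 active = inhibition above the screen-wide mean plus 3 SD, limit set per campaign, cut at about 26% in these data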;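 note: 0% = LYPLA2 with DMSO and 100% = wells lacking LYPLA2 enzyme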
PREPL inhibitor = inhibits the human prolyl oligopeptidase-like enzyme; inhibition, % at 5.96 µM; recombinant PREPL, fluorescence polarization activity-based probe; 0.68% of 320,000 active; Q4J6C6; AID 2751; in the data active = inhibition above about 43%;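 note: 0% = enzyme with DMSO and 100% = wells lacking enzyme; many of its hits are not listed in these tables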
PAFAH2 FP inh = inhibitors of human PAFAH2. Q99487. recombinant PAFAH2, FP-rhodamine activity probe, fluorescence polarization. inhibition, % at 3.39 µM. 0.99% of 340,000 active. AID 492956;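 active = inhibition above the mean over all tested compounds plus 3 SD, cut at about 30% in these data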;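 note: inhibitors block probe labeling of enzyme so polarization drops; 0% = enzyme with DMSO and 100% = wells lacking PAFAH2 protein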
GSTO1 counter = counter-screen for RBBP9 inhibitors: inhibitors of human GSTO1; 1.1% of 300,000 active; AID 1974; recombinant GSTO1, activity-based probe fluorescence polarization; P78417; inhibition, % at 5.96 µM;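 active = inhibition above the campaign mean inhibition plus 3 SD, cut at about 35% in these data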;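 note: 0% = GSTO1-1 with DMSO and 100% = wells lacking GSTO1-1 enzyme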
An asterisk follows results filed as active; nt = no result given. These rows are one share of the data; the hit share may differ from the screen's.

SMILES	PAD4 FP inh	LYPLA1 inh	PAFAH1B3 FP inh	ZTA counter	EBNA-1 inhibitor	LYPLA2 counter	PREPL inhibitor	PAFAH2 FP inh	GSTO1 counter
Cn1c(CN2CCOCC2)c(C#N)c2ccccc21	2	1	9	-3	1	2	-1	9	-2
Cc1ccc(NC(=O)COC(=O)/C=C/c2ccco2)cc1S(=O)(=O)N(C)C	1	-2	2	-14	-13	1	8	70*	5
Cc1ccccc1N=C1SC(CC(=O)Nc2ccc3ccccc3c2)C(=O)N1Cc1ccccn1 (configuration not stated)	0	-40	-49	17	-7	-53	39	-44	-6
COc1cccc(NC(=O)c2cc([N+](=O)[O-])ccc2N2CCN(C)CC2)c1	1	3	7	-23	-13	1	4	-1	5
Brc1ccc(-c2csc(-c3c[nH]c4ccccc34)n2)cc1	-4	-7	14	15	11	-4	14	8	-4
CC1(C)CC(=O)CC(=Nc2ccc3[nH]c(=O)[nH]c3c2)C1	-3	1	4	-8	-8	1	4	-1	-3
O=C(CCN1C(=O)/C(=C/c2cccs2)SC1=S)Nc1cccc(O)c1	-3	-8	-6	-7	5	-13	7	8	8
COc1ccccc1NC(=O)Cn1ncc2c1-c1ccccc1OC2	-6	-3	7	-1	-12	5	-17	-3	-2
CC(=O)N/N=C(\C)c1ccc2c(c1)OCCO2	-4	3	10	13	8	5	-9	6	3
O=C(CCC1CCCN(c2ncccn2)C1)N1CCN(c2ccccn2)CC1 (configuration not stated)	-1	0	8	13	1	4	-8	-2	1
COc1ccc(Nc2cccccc2=O)cc1	4	3	9	9	12	4	10	0	3
CC(=O)c1c(N2CCN(Cc3ccc4c(c3)OCO4)CC2)nc(=S)n(-c2ccccc2)c1C	-1	-1	1	-6	7	2	35	-5	7
COc1cc(/C=N/NC(=O)c2ccc(N3CCCC3=O)cc2)ccc1O	2	5	11	5	7	2	5	3	-1
CCOC(=O)C1CCN(c2ncnc3c2c(-c2ccccc2)cn3-c2ccc(C)cc2)CC1	-4	0	7	4	6	-2	4	1	7
Cn1c(N2CCCCC2)cc(=O)n(C)c1=O	1	-1	-6	12	-8	-1	5	-2	2
Cc1ccccc1CN(C)CC(=O)NC(C)CCc1ccccc1 (configuration not stated)	-1	5	0	-7	0	13	-15	-6	3
O=C(C1CC1)N1CCc2cc(Br)cc(S(=O)(=O)NCc3ccccn3)c21	-3	3	5	1	0	3	5	-14	8
CCOC(=O)C1=C(C)Nc2ncnn2C1c1ccc2c(c1)OCO2 (configuration not stated)	0	-2	6	-13	9	5	5	9	10
Cc1ccccc1N1C(=O)C2C3CC(=O)C(c4ccccc43)C2C1=O (configuration not stated)	-3	2	14	9	6	5	-3	2	-2
Cc1nn(C(C)C(=O)Nc2ccc(Cl)cn2)c(C)c1[N+](=O)[O-] (configuration not stated)	2	-1	7	2	7	-2	-2	2	5
COc1ccc(CNS(=O)(=O)c2cc(-c3cc(C)no3)ccc2C(C)C)cc1	5	-5	5	-13	-3	7	12	12	-8
Cc1ccccc1OC(C)C(=O)Nc1ccc(S(=O)(=O)Nc2nccs2)cc1 (configuration not stated)	2	2	0	-16	-6	-1	9	-5	2
O=S(=O)(NC1=NCCCCC1)c1ccccc1Cl	1	-1	-2	12	1	3	-4	-5	9
NC(=O)COC(=O)c1ccc(C(=O)C(=O)c2ccccc2)cc1	-5	-2	nt	2	-14	3	5	nt	0
COc1ccccc1C(=O)N(C1=NC(C)CS1)c1ccc(Cl)cc1 (configuration not stated)	1	-5	4	-7	1	1	-1	0	4

7 entries from above, sorted by length of the SMILES, falling.
SMILES	PAD4 FP inh	LYPLA1 inh	PAFAH1B3 FP inh	ZTA counter	EBNA-1 inhibitor	LYPLA2 counter	PREPL inhibitor	PAFAH2 FP inh	GSTO1 counter
CC(=O)c1c(N2CCN(Cc3ccc4c(c3)OCO4)CC2)nc(=S)n(-c2ccccc2)c1C	-1	-1	1	-6	7	2	35	-5	7
Cc1ccccc1N=C1SC(CC(=O)Nc2ccc3ccccc3c2)C(=O)N1Cc1ccccn1 (configuration not stated)	0	-40	-49	17	-7	-53	39	-44	-6
Cc1ccc(NC(=O)COC(=O)/C=C/c2ccco2)cc1S(=O)(=O)N(C)C	1	-2	2	-14	-13	1	8	70*	5
COc1ccc(CNS(=O)(=O)c2cc(-c3cc(C)no3)ccc2C(C)C)cc1	5	-5	5	-13	-3	7	12	12	-8
O=C(C1CC1)N1CCc2cc(Br)cc(S(=O)(=O)NCc3ccccn3)c21	-3	3	5	1	0	3	5	-14	8
COc1cc(/C=N/NC(=O)c2ccc(N3CCCC3=O)cc2)ccc1O	2	5	11	5	7	2	5	3	-1
Cn1c(CN2CCOCC2)c(C#N)c2ccccc21	2	1	9	-3	1	2	-1	9	-2

(list continues)
SMILES	PAD4 FP inh	LYPLA1 inh	PAFAH1B3 FP inh	ZTA counter	EBNA-1 inhibitor	LYPLA2 counter	PREPL inhibitor	PAFAH2 FP inh	GSTO1 counter
Cc1ccc(C(C(=O)NC2CCCC2)N(C(=O)CNC(=O)c2ccco2)c2ccccc2)o1 (configuration not stated)	7	-3	0	10	14	-8	4	5	-5
NC(=O)COc1ccc2c3c(c(=O)oc2c1)CCCCC3	-5	0	10	4	-3	4	4	3	-4
COc1ccc(Cl)cc1S(=O)(=O)N1CCC(C(=O)NC2CCCC2)CC1	0	0	3	-6	-9	2	15	-1	0
CC(=O)N1CCN(C(=O)c2ccc(S(=O)(=O)Nc3cccc(C(F)(F)F)c3)cc2)CC1	1	-3	9	-5	1	3	2	4	-9
CCN1CCN(S(=O)(=O)c2ccc(Cl)c(C(=O)NC3CC3)c2)CC1	6	-2	9	-2	nt	0	18	5	nt
Cc1cccc(N(CC(O)CON=C2c3ccccc3-c3ccccc32)S(C)(=O)=O)c1 (configuration not stated)	5	-4	-1	-6	1	-2	-7	-3	-12
CCN(CC)C(=O)c1ccc(COc2ccccc2Cl)cc1	-1	-1	7	16	2	0	25	7	2
Cc1ccc(S(=O)(=O)NCC(c2ccc3c(c2)OCO3)N2CCOCC2)cc1 (configuration not stated)	-4	0	5	-7	2	4	-13	0	8
COc1ccccc1CNC(=O)[C@@H]1CCCN1C(=O)C1CCN(S(=O)(=O)c2ccc(C)cc2)CC1	4	0	4	-4	-8	-2	2	4	6
COc1ccc(S(=O)(=O)N2CCCOC2CNC(=O)C(=O)NCCCN2CCOCC2)cc1C (configuration not stated)	2	-4	-1	1	1	-3	2	0	4
CCOc1ccc(C(CC(=O)O)NC(=O)c2sc3ccccc3c2Cl)cc1 (configuration not stated)	-4	-2	6	-3	0	0	7	5	2
Cc1ccc(S(=O)(=O)NCCC(=O)N2CCCCCCC2)cc1C	-2	0	0	9	-4	2	2	1	0
CCN(CC(=O)Nc1ccc(OC)cc1)C(=O)c1ccc(N2C(=O)CCC2=O)cc1	0	2	7	0	nt	5	7	7	nt
COc1ccccc1C(=O)N/C(N)=N/c1nc2ccccc2o1	-3	-5	-1	-1	6	-9	14	-17	-2
CSc1nc2nc3c(c(=O)n2[nH]1)CCCC3	8	1	14	5	-3	0	-2	-3	-2
Cc1ccc(N(Cc2ccc(C(=O)NCCSc3ccccn3)cc2)S(C)(=O)=O)cc1C	3	1	8	7	22	4	-18	6	0
Cc1cnc(NC(=O)c2ccccn2)s1	-4	-3	5	15	4	-4	-3	14	6
CCc1ccccc1NC(=O)CCc1c(C)nc(SC)nc1C	-3	-2	-1	2	5	0	-5	4	4
COc1ccccc1CNc1cncnc1	-1	1	2	2	-1	1	6	1	17
COc1ccc(/C=C/c2ccncc2)cc1OC	-2	3	7	-15	-1	5	4	5	1
COCCn1c(N)c(N(Cc2ccccc2)C(=O)c2ccc(-c3ccc(Cl)cc3)o2)c(=O)[nH]c1=O	-1	1	1	-10	2	3	8	0	-13
COc1ccc(CCNC(=O)CCc2ccc(S(=O)(=O)NC(C)C)cc2)cc1OC	-3	3	8	8	-7	-2	1	-1	-3
O=C(CCc1ccccc1)NC1C2CC3CC(C2)CC1C3 (configuration not stated)	-4	0	14	-5	-8	-1	-4	5	1
O=C(COc1ccc(Cl)cc1Cl)N/N=C/c1ccc(OC2OC(CO)C(O)C(O)C2O)cc1 (configuration not stated)	2	-11	7	-21	-12	7	15	-2	6
CCOC(=O)N1CCN(CC(O)COCc2ccccc2)CC1 (configuration not stated)	4	0	6	8	3	3	-2	-5	0

Given as a markdown table: 3 of the compounds above
| Molecule | PAD4 FP inh | LYPLA1 inh | PAFAH1B3 FP inh | ZTA counter | EBNA-1 inhibitor | LYPLA2 counter | PREPL inhibitor | PAFAH2 FP inh | GSTO1 counter |
| --- | --- | --- | --- | --- | --- | --- | --- | --- | --- |
| COc1ccc(Cl)cc1S(=O)(=O)N1CCC(C(=O)NC2CCCC2)CC1 | 0 | 0 | 3 | -6 | -9 | 2 | 15 | -1 | 0 |
| CC(=O)N1CCN(C(=O)c2ccc(S(=O)(=O)Nc3cccc(C(F)(F)F)c3)cc2)CC1 | 1 | -3 | 9 | -5 | 1 | 3 | 2 | 4 | -9 |
| CCN1CCN(S(=O)(=O)c2ccc(Cl)c(C(=O)NC3CC3)c2)CC1 | 6 | -2 | 9 | -2 | nt | 0 | 18 | 5 | nt |

Next part
SMILES	PAD4 FP inh	LYPLA1 inh	PAFAH1B3 FP inh	ZTA counter	EBNA-1 inhibitor	LYPLA2 counter	PREPL inhibitor	PAFAH2 FP inh	GSTO1 counter
COc1ccc(/C=N/NC(=O)C(N)=O)c(OC)c1OC	-2	-4	-6	5	15	5	-4	3	2
Cc1ccc(-c2c[n+](Cc3ccc(Cl)c(Cl)c3)c3n2CCC3)cc1	2	-3	-5	1	-11	0	18	1	-7
CC(C)(C)c1cc(NC(=O)c2cccc([N+](=O)[O-])c2)no1	2	2	2	11	12	3	0	-8	1
Cc1c(Cl)cccc1NC(=O)C1CCCCC1	-2	1	nt	-15	-9	-6	-3	nt	-3
CC(=O)c1ccc(NC(=S)N2C(C)CCCC2C)cc1 (configuration not stated)	-2	-1	nt	-2	-7	-1	4	nt	6
O=C(C1=C[C@H](c2ccc(C(F)(F)F)cc2)C[C@H](OCc2ccc(CO)cc2)O1)N1CCCCCCC1	0	-5	-1	-2	-1	-5	36	3	4
O=C(c1ccc2c(c1)CCN2S(=O)(=O)c1ccccc1)N1CCN(c2ccc(F)cc2)CC1	7	0	0	-4	15	22	23	11	-1
CCCc1nnc(NC(=O)CCC(=O)N2CCN(Cc3cc(Cl)ccc3OC)CC2)s1	0	2	-2	-11	-3	1	0	1	6
CC(C)(C)NC(=O)C(c1ccccn1)N(C(=O)C1CSC(=O)C1)c1ccc(F)cc1 (configuration not stated)	-7	-1	0	-2	2	-1	4	-3	6
Cn1c(=O)oc2cc(S(=O)(=O)NCCC(=O)NCCc3ccccc3)ccc21	-3	6	9	-5	-3	4	-1	-8	4
O=C(/C=C/c1ccccc1Cl)NC1CCCCC1	1	1	2	-1	2	2	14	-5	5
Cc1ccc(/C=N/NC(=S)NC(C)C)o1	2	-3	6	0	1	2	15	5	-1

Taken from above.
`O=C(/C=C/c1ccccc1Cl)NC1CCCCC1` in EBNA-1 inhibitor → 2
`CC(C)(C)NC(=O)C(c1ccccn1)N(C(=O)C1CSC(=O)C1)c1ccc(F)cc1` (configuration not stated) in PAFAH1B3 FP inh → 0
`Cc1ccc(-c2c[n+](Cc3ccc(Cl)c(Cl)c3)c3n2CCC3)cc1` in ZTA counter → 1
`Cc1c(Cl)cccc1NC(=O)C1CCCCC1` in ZTA counter → -15
`CCCc1nnc(NC(=O)CCC(=O)N2CCN(Cc3cc(Cl)ccc3OC)CC2)s1` in PAFAH1B3 FP inh → -2
